Source: PubChem BioAssay
PMI inhibitors = MPI enzyme activity inhibition – biochemical, fluorescence intensity, coupled assay, primary screen (AID 1209); purified PMI enzyme, coupled fluorescence intensity; higher % means a stronger effect; inhibition, % at 20 µM; hits with a dose series show IC50 in µM; 190,000 compounds, 0.42% hits;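 further: plate controls were DMSO vehicle for no effect and wells lacking substrate for full effect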
UTI89 phage lysis = inhibition of K1F phage lysis, E. coli UTI89, bacterial capsule biogenesis inhibitors, alamar blue (AID 488966); E. coli UTI89 K1F phage lysis, alamar blue, 2 h; higher % means a stronger effect; 340,000 compounds, 0.02% hits; one-dose inhibition, % at 100 µM; IC50 in µM for titrated hits;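 active means phage lysis inhibition, versus mean bacterial control, above a set limit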;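 further: capsule biogenesis inhibitors block K1F phage lysis so surviving cells raise fluorescence; higher fluorescence means more inhibition of phage lysis; actives were called in the ten point dose series up to 300 µM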
P. falciparum M1AAP = P. falciparum M1AAP inhibitors, biochemical, fluorogenic H-Leu-NHMec substrate, 1536-well (AID 1445); recombinant M1AAP, H-Leu-NHMec fluorogenic kinetic assay; higher % means a stronger effect; 220,000 compounds, 0.42% hits; inhibition, % at 30 µM; hits with a dose series show IC50 in µM;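 active means primary inhibition above the hit cutoff, then over 50% inhibition at one or more dose response concentrations, cut at about 23% in these data, passing the limit was not always enough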;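 further: plate controls were DMSO full reaction for no effect and no enzyme background for full effect; strong numbers were not always called active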
Hep lipid drop = hepatic lipid droplet formation modulation; 240,000 compounds, 0.4% hits; inhibition, % at 6.5 µM; AID 1656; AML12 mouse hepatocytes, oleate lipid droplets, BODIPY imaging;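 active means lipid droplet intensity inhibited by at least 50%, with more than 500 cells counted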
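Assay system: AML12 mouse liver cells | Compound: 6.5 µM single-point dosing | Schedule: Overnight exposure | Technique: Fluorescence imaging, 20x objective, two fields per well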
PMI inhibition = human PMI inhibitors, high substrate, primary screen, biochemical, fluorescence intensity, high mannose 6-phosphate (AID 1220); recombinant PMI enzyme, coupled fluorescence intensity; higher % means a stronger effect; 190,000 compounds, 0.66% hits; inhibition, % at 20 µM, or IC50 in µM where a hit was titrated
Myeloid diff MLP = promotes myeloid progenitor differentiation | calls only at 10 µM | ER-HoxA9 myeloid progenitors, lysozyme-GFP differentiation, flow cytometry | 360,000 compounds, 1% hits | AID 624256;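 active means normalized GFP-positive differentiation at or above the plate's own cutoff, the solvent-only control mean plus 3 SD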;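 further: cells exposed to compound for four days before flow analysis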
WT yeast gro inh = growth inhibition of WT yeast, mitochondrial fusion screen; AID 1362; inhibition, % at 10 µM; mitochondrial fusion phenotypic screen, WT strain; 190,000 compounds, 2.1% hits; in the data active means inhibition above about 58%; tested in S. cerevisiae
CSM14.1 death rescue = rescue of cells from ER stress-induced death, primary screen, 384-well, CSM14.1, thapsigargin, ATP luminescence (AID 1222); CSM14.1 thapsigargin-induced death rescue, ATP luminescence; higher % means a stronger effect; cellular ATP content (survival), % at 20 µM; hits with a dose series show EC50 in µM; 190,000 tested, under 10 active;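 active means EC50 below 50 µM in the dose-response confirmation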;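 further: death triggered by thapsigargin at about 15 µM added after 2 h compound pretreatment; cell ATP read after overnight thapsigargin exposure of roughly 18 to 22 hours; normalized against plate controls of thapsigargin alone and 5% DMSO vehicle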
TNAP activation fold = human TNAP enzyme activators, primary screen, biochemical, luminescent, no phosphate acceptor, uHTS (AID 1001); purified TNAP, luminescent activation assay, no phosphate acceptor; higher activation fold means a stronger effect; activation fold at 20 µM, or EC50 in µM where a hit was titrated; 200,000 compounds, 0.03% hits; in the data active means activation fold from about 3, or a potency from the dose series; inactive means the rest, 99 in 100 with activation fold below about 1.6; further: many of its hits are not listed in these tables
WT yeast gro inh mutant strain = recorded beside WT yeast gro inh, whose call it bears; inhibition, %; mitochondrial fusion phenotypic screen, mutant strain inhibition
Hep lipid drop cells 6.5 µM = recorded beside Hep lipid drop, whose call it bears; cell count; measured here: cell count, cytotoxicity flag;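 cells counted across two imaged fields per well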
Myeloid diff MLP GFP+ MAC1+ % = further read-out of Myeloid diff MLP, marked with its call; GFP+ MAC1+ double positive, %; measured here: differentiation confirmed by MAC1 staining
* marks the source's active call; other numbers are inactive results; i = inactive; x = no result given; [ ] = another dose, or the depositor's remark. Unless noted, no stated cut-off is given here; in the data, active means inhibition above about 50%; inactive means the rest.

cpd	molecule	PMI inhibitors	UTI89 phage lysis	P. falciparum M1AAP	Hep lipid drop	Hep lipid drop cells 6.5 µM	PMI inhibition	Myeloid diff MLP	Myeloid diff MLP GFP+ MAC1+ %	WT yeast gro inh	WT yeast gro inh mutant strain	CSM14.1 death rescue	TNAP activation fold
1	COc1cc(/C=N/n2c(-c3cc(C)[nH]n3)n[nH]c2=S)cc(OC)c1O	x	-0.6%[50 µM]	5%	-4	756	x	i	0.5	x	x	x	x
2	CCOC(=O)NNc1cc(C(F)(F)F)ccn1	x	1.1%	0%	7	742	x	i	0.5	x	x	x	x
3	CC1Oc2ccccc2N(CC(=O)c2ccccc2)C1=O (stereo unspecified)	6%	3.8%	-1%	x	x	2%	i	7.9	16	-5	-1.9%	1.1
4	O=C1[C@@H]2C(c3cccnc3)=NO[C@@H]2C(=O)N1c1ccc2ccccc2c1	x	-1.3%	-3%	-8	672	x	i	0.7	x	x	x	x
5	Cc1cc(C(=O)O)c(CCCN)s1	2%	1.4%	1%	x	x	0%	i	17	0	11	0.2%	1.1
6	COc1ccc(Nc2ncc(C(=O)N3CCN(c4ccccc4OC)CC3)c3ccccc23)cc1	0%	1.2%	14%	x	x	6%	i	0.9	6	3	2.4%	0.9
7	COc1cc(C(=O)Nc2cc(C)cc(C)c2)c(-n2cnnn2)cc1OC	0%	-0.2%	5%	2	750	-8%	i	0.4	-15	-6	-0.1%	1
8	COc1ccc(N2CCN(C(=O)c3ccc(C)c(Cl)c3)CC2)cc1	28%	-0.3%	3%	-6	744	13%	i	2.2	46	33	-0.5%	1
9	O=C1ON=C(c2ccc(Cl)cc2)/C1=C/c1ccc(O)cc1	-2%	x	17%	2	755	-2%	x	x	-4	2	-6.9%	0.7
10	CCCSc1nc(=O)n2cccc(C)c2n1	12%	-0.3%	6%	8	640	15%	i	6.1	11	9	1.5%	1.1
11	O=C1/C(=C/c2ccccc2)Oc2cc(OC(=O)N3CCOCC3)ccc21	-14%	0.0%	5%	6	642	-13%	i	0.2	-4	-15	-3.0%	1
12	O=C(O)CCCC(=O)NCCc1ccncc1	7%	1.5%	2%	-3	647	8%	i	0.4	6	-6	x	1.1
13	Cc1ccc(NC(=O)COC(=O)c2ccc(F)cc2Cl)c(Br)c1	-13%	0.0%	-2%	0	658	0%	i	0.4	8	-8	1.3%	1.1
14	Cc1nn(C)cc1CNC(=O)c1ccc(F)cc1	11%	1.6%[50 µM]	-1%	3	644	-6%	i	0.8	-28	-11	1.6%	1.1
15	O=C(N/N=C/c1ccncc1)NC12CC3CC(CC(C3)C1)C2	x	1.5%	-3%	4	689	x	i	0.5	x	x	x	x
16	O=C(OCc1cc2ccccc2[nH]c1=O)c1ccccn1	4%	-0.2%	-1%	x	x	-5%	i	1.0	16	10	-2.2%	1.1
17	CC(=O)N1CCN(c2ccc(NCc3ccc(F)cc3)cc2)CC1	0%	6.2%	5%	x	x	28%	i	1.1	8	-5	-0.2%	0.7
18	CC1(NC(=O)N2CCCCC2)CCS(=O)(=O)C1 (stereo unspecified)	-6%	-0.1%	4%	x	x	-4%	i	1.1	-14	9	-1.3%	1.1
19	COc1ccc(CC(=O)NNC2=Nc3cccc4cccc2c34)cc1OC	x	0.6%	0%	-30	713	x	i	0.7	x	x	x	x
20	CCOC(=O)c1ccc(NC(=S)NCCCN2CCCC2=O)cc1	x	0.4%	8%	4	779	x	i	0.1	-8	-3	0.6%	1.1
21	COc1ccc(-n2c(Cc3cccn3C)nnc2SCC(=O)N2CCOCC2)cc1	-8%	4.9%	0%	19	640	-10%	i	1.1	2	4	x	1.1
22	Cc1cc(C)c(C)c(S(=O)(=O)N[C@@H](C)C(=O)OCc2cc(=O)n3cc(Br)ccc3n2)c1C	4%	0.2%	7%	6	697	4%	i	0.2	-24	2	2.5%	1
23	Cc1nnsc1C(=O)NNC(=O)Nc1ccccc1	6%	0.8%	-1%	-3	716	-2%	i	0.4	8	-17	-0.3%	1
24	CC1CCN(S(=O)(=O)c2ccc3c(c2)c(=O)c(C(=O)NCc2cccs2)cn3C)CC1	12%	2.6%[50 µM]	9%	-3	725	9%	i	2.0	-14	-31	-3.2%	1
25	CC(=O)n1cc([C@@H]2C=C(C(=O)N3CCN(Cc4ccc5c(c4)OCO5)CC3)O[C@H](OCc3ccc(CO)cc3)C2)c2ccccc21	14%	-0.1%	-4%	-2	752	20%	i	1.9	1	4	-1.8%	1

Results in sequence from the list:
CSM14.1 death rescue, entries 2 to 11: x, -1.9%, x, 0.2%, 2.4%, -0.1%, -0.5%, -6.9%, 1.5%, -3.0%
WT yeast gro inh, entries 2 to 11: x, 16, x, 0, 6, -15, 46, -4, 11, -4
P. falciparum M1AAP, entries 2 to 11: 0%, -1%, -3%, 1%, 14%, 5%, 3%, 17%, 6%, 5%

Quoted from the entries so far (5 entries):
cpd	molecule	PMI inhibitors	UTI89 phage lysis	P. falciparum M1AAP	Hep lipid drop	Hep lipid drop cells 6.5 µM	PMI inhibition	Myeloid diff MLP	Myeloid diff MLP GFP+ MAC1+ %	WT yeast gro inh	WT yeast gro inh mutant strain	CSM14.1 death rescue	TNAP activation fold
14	Cc1nn(C)cc1CNC(=O)c1ccc(F)cc1	11%	1.6%[50 µM]	-1%	3	644	-6%	i	0.8	-28	-11	1.6%	1.1
15	O=C(N/N=C/c1ccncc1)NC12CC3CC(CC(C3)C1)C2	x	1.5%	-3%	4	689	x	i	0.5	x	x	x	x
16	O=C(OCc1cc2ccccc2[nH]c1=O)c1ccccn1	4%	-0.2%	-1%	x	x	-5%	i	1.0	16	10	-2.2%	1.1
17	CC(=O)N1CCN(c2ccc(NCc3ccc(F)cc3)cc2)CC1	0%	6.2%	5%	x	x	28%	i	1.1	8	-5	-0.2%	0.7
18	CC1(NC(=O)N2CCCCC2)CCS(=O)(=O)C1 (stereo unspecified)	-6%	-0.1%	4%	x	x	-4%	i	1.1	-14	9	-1.3%	1.1

Back to the main list; the four compounds before the break are reprinted first.
cpd	molecule	PMI inhibitors	UTI89 phage lysis	P. falciparum M1AAP	Hep lipid drop	Hep lipid drop cells 6.5 µM	PMI inhibition	Myeloid diff MLP	Myeloid diff MLP GFP+ MAC1+ %	WT yeast gro inh	WT yeast gro inh mutant strain	CSM14.1 death rescue	TNAP activation fold
22	Cc1cc(C)c(C)c(S(=O)(=O)N[C@@H](C)C(=O)OCc2cc(=O)n3cc(Br)ccc3n2)c1C	4%	0.2%	7%	6	697	4%	i	0.2	-24	2	2.5%	1
23	Cc1nnsc1C(=O)NNC(=O)Nc1ccccc1	6%	0.8%	-1%	-3	716	-2%	i	0.4	8	-17	-0.3%	1
24	CC1CCN(S(=O)(=O)c2ccc3c(c2)c(=O)c(C(=O)NCc2cccs2)cn3C)CC1	12%	2.6%[50 µM]	9%	-3	725	9%	i	2.0	-14	-31	-3.2%	1
25	CC(=O)n1cc([C@@H]2C=C(C(=O)N3CCN(Cc4ccc5c(c4)OCO5)CC3)O[C@H](OCc3ccc(CO)cc3)C2)c2ccccc21	14%	-0.1%	-4%	-2	752	20%	i	1.9	1	4	-1.8%	1
26	O=C(c1cccc([N+](=O)[O-])c1)N1CCN(C(=O)c2ccco2)CC1	5%	3.6%	-2%	11	658	7%	i	0.1	-1	2	0.5%	1.1
27	Cc1cc(Cl)ccc1OCCCC(=O)NCCN1C(=O)S/C(=C\c2cccnc2)C1=O	13%	4.5%	4%	-6	613	14%	i	0.3	-3	11	1.8%	1
28	CCN(CC)S(=O)(=O)c1cccc(NC(=O)COC(=O)CCc2nc3ccccc3s2)c1	14%	2.8%	9%	x	x	13%	i	6.5	16	-35	-0.6%	1
29	COc1ccc(C(=O)c2ccccc2)c(OCC(=O)N(C)C)c1	6%	-0.1%	2%	33	684	4%	i	0.0	-20	-7	-0.1%	1.2
30	CCCCCCP(=O)(O)c1ccccc1	-4%	0.0%	0%	x	x	-5%	i	1.2	61*	2.3*	-1.8%	1.2
31	Cc1noc(C)c1CSc1nnc(-c2cccnc2)n1C1CCCCC1C (stereo unspecified)	4%	-0.1%	-2%	x	x	15%	i	0.7	11	18	2.6%	1
32	Cc1cc(NC(=O)C2CCN(S(=O)(=O)c3cnc[nH]3)CC2)ccc1Br	11%	2.0%	4%	1	805	7%	i	1.2	-5	-9	3.6%	1
33	COc1cc(/C=C/C(=O)OCC(=O)Nc2sc3c(c2C#N)CCC(C)C3)ccc1OCC#N (stereo unspecified)	6%	-1.5%	8%	2	746	4%	i	0.1	14	10	-0.6%	0.9
34	Cc1ccc(NC(=O)c2ccco2)c(NC(=O)C2CCCO2)c1 (stereo unspecified)	7%	0.1%	5%	-12	666	12%	i	0.2	0	10	1.9%	1.1
35	COc1ccc(NC(=O)N2CCOCC2)cc1OC	2%	3.7%	3%	-5	792	1%	i	2.7	6	17	9.7%	1.1
36	CCn1c2ccccc2c2cnc(N=CN(C)C)c(C#N)c21	6%	-0.2%	7%	x	x	0%	i	0.3	16	-2	4.2%	1.1
37	O=C(CNC(=O)c1ccccc1Cl)OC1CCOC1=O (stereo unspecified)	-6%	0.4%	1%	-10	702	-9%	i	0.3	2	7	0.1%	1
38	O=c1cc(N2CCOCC2)[nH]c(=O)n1-c1ccc(Cl)cc1	-9%	0.0%	7%	x	x	-3%	i	3.1	3	5	-1.8%	1.2
39	Cc1ccc(C)c(OCc2nc(-c3cccnc3)no2)c1	11%	0.7%	1%	x	x	9%	i	3.8	12	-4	-0.7%	1.1
40	CCNC(=O)N1CCNC(=O)C1CC(=O)OC (stereo unspecified)	11%	-0.3%	4%	0	736	7%	i	1.2	-10	-9	-3.8%	1.1
41	CCCOC(=O)c1ccc(NC(=O)c2cc(Cl)ccc2OC)cc1	10%	9.2%	0%	-3	757	5%	i	0.4	14	0	-1.5%	1
